High-throughput results: PubChem, several laboratories
Rpn11 block: inhibitors of human proteasome Rpn11 | O00487 | human 26S proteasome, Ub4-pepOG fluorescence polarization; 20S core pre-blocked with epoxomicin | calls only at 20 µM | actives 0.59% (n = 360,000);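 active = inhibition at 20 µM, scaled to each plate's controls, above about 33%, limit read from the data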
Scp-1 inhibitor: blocks human Scp-1 phosphatase activity. Q9GZU7. actives 0.88% (n = 340,000). inhibition, % at 20 µM. Recombinant Scp1, phosphopeptide, malachite green phosphate absorbance;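 active = inhibition above about 50% at 20 µM, limit read from the data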;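 also: plate controls were DMSO wells with enzyme for no effect and wells lacking enzyme for full effect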
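Material – SCP-1 phosphatase catalytic domain, residues 76-261 · Buffer or medium – Acidic Tris acetate buffer with magnesium and detergent · Also added – Phospho 17-mer peptide substrate · Compound – single 20 µM dose, 1% DMSO · Times – 45 min room-temperature reaction, 5 min colour, 30 min stabiliser · Technique – Phosphate-binding colour reagent, absorbance read at 630 nm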
Rin1 Abl inh: inhibitors of human Rin1-Abl protein interaction; AID 588664; actives 0.4% (n = 360,000); P00519+Q13671; TR-FRET Rin1/Abl binding, biochemical; inhibition, % at 7.35 µM; in the data active = inhibition above about 5%, passing the limit was not always enough
LMPTP inh: LMPTP (human) inhibition; AID 651560; recombinant LMPTP-A, OMFP fluorogenic substrate, fluorescence intensity; actives 0.22% (n = 360,000); inhibition, % at 20 µM;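 active = compounds that cut the enzyme signal by at least half of the control window in the single-dose screen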;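 also: plate controls were DMSO wells with enzyme plus substrate for no effect and substrate without enzyme for full effect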
Target sequence (P24666 whole entry, looked up): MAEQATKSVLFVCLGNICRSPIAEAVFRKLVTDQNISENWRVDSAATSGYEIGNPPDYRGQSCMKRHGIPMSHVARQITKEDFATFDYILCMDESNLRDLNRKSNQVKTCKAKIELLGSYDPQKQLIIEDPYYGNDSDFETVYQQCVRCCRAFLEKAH
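Test system – LMPTP-A enzyme · Amount – LMPTP-A at 0.625 nM final in the reaction · Buffer or medium – Bis-Tris pH 6.0, DTT, detergent · Reagent – OMFP 400 µM · Doses – single 20 µM dose · Schedule – reaction 50 min, room temperature, dark · Detection – fluorescence intensity of OMFP turnover product · Evaluation – percent inhibition versus substrate-only and uninhibited controls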
Neddylation inh: cullin neddylation inhibition | P61081+Q13564 | TR-FRET cullin neddylation, biochemical | calls only at 25 µM | actives 0.58% (n = 360,000); in the data active = inhibition above about 36%
NadD block: blocks S. aureus nicotinate mononucleotide adenylyltransferase; purified NadD enzyme, colorimetric absorbance read-out; actives 0.78% (n = 360,000); inhibition, % at 20 µM; in the data active = inhibition above about 26%; also: some compounds past the cut are filed as inactive
STEP inh: blocks human striatal-enriched tyrosine phosphatase; P54829; recombinant STEP, OMFP fluorogenic substrate, fluorescence; inhibition, % at 20 µM; actives 0.25% (n = 360,000);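 active = inhibition at 20 µM, scaled per plate between control wells, above about 37%, limit read from the data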;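 also: 0% = DMSO with enzyme and substrate and 100% = substrate only without enzyme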
Target sequence (P54829 whole entry, looked up): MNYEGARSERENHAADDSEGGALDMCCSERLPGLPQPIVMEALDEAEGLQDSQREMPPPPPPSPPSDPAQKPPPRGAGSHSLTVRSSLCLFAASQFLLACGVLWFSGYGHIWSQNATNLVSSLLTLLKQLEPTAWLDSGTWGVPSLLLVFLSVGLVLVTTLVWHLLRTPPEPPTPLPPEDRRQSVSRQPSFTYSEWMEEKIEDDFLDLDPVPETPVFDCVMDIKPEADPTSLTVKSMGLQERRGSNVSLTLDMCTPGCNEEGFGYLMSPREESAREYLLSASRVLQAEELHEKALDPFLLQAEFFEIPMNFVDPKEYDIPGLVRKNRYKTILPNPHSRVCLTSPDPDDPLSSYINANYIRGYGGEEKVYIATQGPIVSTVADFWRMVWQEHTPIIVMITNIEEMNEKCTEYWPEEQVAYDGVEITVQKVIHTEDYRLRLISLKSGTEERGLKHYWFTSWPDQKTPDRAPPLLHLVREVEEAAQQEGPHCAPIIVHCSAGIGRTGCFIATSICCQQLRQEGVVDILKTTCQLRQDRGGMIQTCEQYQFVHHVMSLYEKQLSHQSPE
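Material: STEP (striatal-enriched tyrosine phosphatase) enzyme, cell-free | Medium: 50 mM Bis-Tris pH 6.0 with 2.5 mM DTT and 0.005% Tween 20 | Read-out: Percent inhibition scaled to no-enzyme and uninhibited-enzyme controls, plate-pattern corrected | Signal: Fluorescence read at 480 nm ex / 540 nm em | Times: 20 min reaction, room temperature, in the dark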
SUMO1 PPI mod: SUMO1-SIM interaction modulation | P63165 | SUMO1 binding to a labelled peptide, TR-FRET, 1 h | inhibition, % at 20 µM | actives 0.33% (n = 360,000); in the data active = inhibition above about 37%
Target sequence (P63165 whole entry, looked up): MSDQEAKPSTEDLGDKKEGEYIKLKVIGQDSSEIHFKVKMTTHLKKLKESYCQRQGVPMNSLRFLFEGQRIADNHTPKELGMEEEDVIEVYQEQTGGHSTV
CSN deneddyl inh: CSN deneddylation inhibition; Q92905; Purified CSN, SCF-Nedd8-OG deneddylation, fluorescence polarization; inhibition, % at 12.5 µM; actives 0.38% (n = 360,000);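 active = pattern-corrected inhibition above about 35%, with an unprinted fluorescence ratio check between 0.5 and 1.5, limit read from the data, passing the limit was not always enough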;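 also: 0% = enzyme with substrate and 100% = substrate without enzyme; some results filed as inactive read as strong as hits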
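Assay system: Purified human Csn5 enzyme expressed in HEK293T cells | Amount: Enzyme 0.24 nM | Measured by: Fluorescence polarization readout | Medium: Tris/NaCl/DTT buffer, pH 7.5 | Compound dosing: One concentration, 12.5 µM, 0.25% DMSO | Times: 90 min incubation of compound, enzyme and substrate at room temperature | Control set: no-enzyme wells high, enzyme-with-substrate wells low | Read-out: % inhibition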
DNMT1 block: blocks human DNA methyltransferase DNMT1. AID 588458. inhibition (reported as % activation of signal), % at 10 µM. DNMT1 molecular beacon, Hinp1I cleavage, fluorescence. actives 0.83% (n = 360,000); in the data active = inhibition above about 50%
The depositor's hits bear a star; i = inactive; . = not tested or not shown.

#	Structure	Rpn11 block	Scp-1 inhibitor	Rin1 Abl inh	LMPTP inh	Neddylation inh	NadD block	STEP inh	SUMO1 PPI mod	CSN deneddyl inh	DNMT1 block
1	Cn1c(SCC(=O)c2ccccc2F)nnc1C1CC1	i	0	-3	0.9	i	3	2	-4	1	-4
2	O=C1OC(c2ccccc2)(c2ccccc2)c2ccccc21	i	-5	1	0.7	i	-5	1	0	6	-2
3	CCC1=NC(c2ccc(OC)cc2OC)N(O)C1(C)C (stereo not drawn)	i	-6	0	-2.4	i	-2	0	1	-2	3
4	COc1ccc(N/N=C(/C(N)=O)C2=NC(C)(C)Cc3ccccc32)cc1	i	-6	2	1.3	i	2	3	-5	-10	-4
5	CC(=NC1CCN(Cc2ccccc2)CC1)c1c(O)[nH]c(=O)[nH]c1=O	i	-12	-1	-1.3	i	1	0	-2	-1	-1
6	CCN(CC)C(=O)/C(=C\c1ccc(Br)cc1)NC(=O)c1ccccc1OC	i	-5	3	-1.6	i	4	-3	-4	0	-3
7	COc1ccc(OC)c(C(=O)C(=O)c2cc(OC)ccc2OC)c1	i	-5	4	0.0	i	-6	-2	-3	-4	0
8	Cc1c(C(=O)NC(C)C2CC3CCC2C3)cccc1[N+](=O)[O-] (stereo not drawn)	i	-3	0	-1.4	i	-2	2	-4	1	3
9	O=C(NCc1cccs1)c1cccc(S(=O)(=O)N2CCCCC2)c1	i	-10	4	-1.0	i	-6	-3	-10	5	0
10	CN(C)C(=O)/C(=C/c1cn(-c2ccccc2)nc1-c1cccc([N+](=O)[O-])c1)NC(=O)c1ccccc1	i	-5	-1	0.8	i	7	3	-18	-2	-1
11	COc1ccc(OC)c(/C=C/C(=O)c2ccc3c(c2)OCO3)c1	i	-10	1	2.1	i	12	2	-3	3	-7
12	Cc1ccc(OCCOc2cccc(Br)c2)c([N+](=O)[O-])n1	i	-16	-2	0.7	i	-12	0	-20	3	0
13	O=C(/C=C/c1cccc(C(F)(F)F)c1)NNC(=O)c1ccncc1	i	-1	0	-0.5	i	-7	2	-5	-3	-6
14	Cc1ccc(CNC(=O)Cc2ccc(-c3ccccc3)cc2)cc1	i	3	1	-0.8	i	1	-2	1	-2	8
15	Cn1c(=O)c2c(SCC(=O)c3ccccc3)nc(C3CC3)nc2n(C)c1=O	i	-14	2	1.6	i	-3	0	6	-4	3
16	O=C(Nc1ncccc1O)c1cccc(S(=O)(=O)N2CCCc3ccccc32)c1	i	7	1	1.2	i	6	0	2	-2	1
17	COc1ccc(C2CC(c3ccccc3)=NN2C(=O)COC(=O)c2cccnc2Cl)cc1 (stereo not drawn)	i	-9	-7	3.9	i	-10	1	2	-5	-13
18	CC(C)c1ccc(C(=O)Nc2nnc(S(=O)(=O)N3CCOCC3)s2)cc1	i	-5	2	0.2	i	-5	0	4	0	0
19	CCCc1nnc(SCC(=O)N2C(C)CCCC2C)n1CCCOC (stereo not drawn)	i	-3	1	-2.2	i	-2	0	1	-2	0
20	CN(Cc1ccccc1)C(=O)COC(=O)CCNC(=O)c1ccccc1Cl	i	-3	-2	-1.0	i	2	-2	-5	-6	2
21	Cn1cc(/C=C(\C#N)C(=O)Nc2ccccc2O)c2ccccc21	i	-9	1	2.6	i	-1	-2	-16	10	-3
22	CCOc1ccc(NC(=O)CN(C)C(=O)COc2cccc(CC)c2)cc1OCC	i	-4	4	0.1	i	-5	2	6	-2	-1
23	Cc1ccc(Sc2ccc(N)cn2)cc1	i	-4	0	-0.6	i	0	1	4	45*	2
24	O=C(Nc1ccccc1C(=O)NC(Cc1c[nH]c2ccccc12)C(=O)O)c1ccco1 (stereo not drawn)	i	-7	1	-0.6	i	3	1	4	4	1
25	CCn1c(NCc2ccc3c(c2)OCO3)nc2ccccc21	i	2	-1	1.9	i	1	2	1	1	-1

Whole records from above. Values in the order: Rpn11 block, Scp-1 inhibitor, Rin1 Abl inh, LMPTP inh, Neddylation inh, NadD block, STEP inh, SUMO1 PPI mod, CSN deneddyl inh, DNMT1 block
CN(C)C(=O)/C(=C/c1cn(-c2ccccc2)nc1-c1cccc([N+](=O)[O-])c1)NC(=O)c1ccccc1 is listed as i, -5, -1, 0.8, i, 7, 3, -18, -2, -1
COc1ccc(OC)c(/C=C/C(=O)c2ccc3c(c2)OCO3)c1 is listed as i, -10, 1, 2.1, i, 12, 2, -3, 3, -7

Part of the list above, showing only LMPTP inh, Rin1 Abl inh and SUMO1 PPI mod.
| entry | SMILES | LMPTP inh | Rin1 Abl inh | SUMO1 PPI mod |
| --- | --- | --- | --- | --- |
| 23 | Cc1ccc(Sc2ccc(N)cn2)cc1 | -0.6 | 0 | 4 |
| 24 | O=C(Nc1ccccc1C(=O)NC(Cc1c[nH]c2ccccc12)C(=O)O)c1ccco1 (stereo not drawn) | -0.6 | 1 | 4 |
| 25 | CCn1c(NCc2ccc3c(c2)OCO3)nc2ccccc21 | 1.9 | -1 | 1 |

CSN deneddyl inh: hit marks shown above
#	Structure	Rpn11 block	Scp-1 inhibitor	Rin1 Abl inh	LMPTP inh	Neddylation inh	NadD block	STEP inh	SUMO1 PPI mod	CSN deneddyl inh	DNMT1 block
23	Cc1ccc(Sc2ccc(N)cn2)cc1	i	-4	0	-0.6	i	0	1	4	45*	2

More entries:
#	Structure	Rpn11 block	Scp-1 inhibitor	Rin1 Abl inh	LMPTP inh	Neddylation inh	NadD block	STEP inh	SUMO1 PPI mod	CSN deneddyl inh	DNMT1 block
26	O=C(NCc1ccncc1)c1nc(-c2cccs2)no1	i	-3	-3	-0.7	i	1	0	-2	0	0
27	Cc1cc(C)n(-c2nnc(C)c(=O)[nH]2)n1	i	-5	-3	-0.8	i	-2	-1	-2	0	3
28	O=C(O)CCC(=O)N1CCc2cc(S(=O)(=O)NCc3ccc(Cl)cc3)ccc21	i	15	1	-1.8	i	-3	0	3	1	4
29	CCn1c(SCc2ccccc2)nc2ccccc2c1=O	i	-20	-1	3.5	i	-10	2	10	-2	-1
30	CCOC(=O)N1CCC(NS(=O)(=O)c2ccccc2)CC1	i	-8	1	-0.8	i	-6	-3	5	4	2
31	COc1nc2ccc(C)cc2cc1-c1noc(-c2cccnc2)n1	i	-14	0	-0.6	i	-12	0	26	-1	-4
32	Cc1ccc(CSc2nnc(-c3cccc(S(=O)(=O)N4CCOCC4)c3)n2C2CCCC2)cc1	i	6	4	1.2	i	2	0	-2	-17	0
33	O=C(N/N=C/C=C/c1ccccc1)c1cnccn1	i	6	-2	-1.1	i	4	-4	-18	-4	-2
34	CCN(CC)c1nc(N2CCN(CCO)CC2)nc2ccccc12	i	-6	0	-1.0	i	-6	0	2	-3	-5
35	Cc1ccc(S(=O)(=O)N(C)c2ccc(NS(C)(=O)=O)cc2)cc1	i	-7	1	0.2	i	-3	-1	2	7	2
36	COc1ccc(N=Cc2cc(Cl)ccc2O)cc1Cl	i	-1	7	-0.3	i	-5	1	-4	4	4
37	COC(CNC(=O)C1CCN(S(=O)(=O)c2ccc3nc4c(c(C(=O)O)c3c2)CC(C)CC4)CC1)OC (stereo not drawn)	i	33	6	0.3	i	4	2	17	3	1
38	O=[N+]([O-])c1cccnc1SCc1c(F)cccc1Cl	i	-10	-5	2.4	i	-5	-1	-6	3	4
39	O=C(O)CNC(=O)/C=C/c1c(Cl)cccc1Cl	i	-17	3	0.7	i	-10	-2	0	1	-2
40	Cc1ccc(C(=O)N2[C@@H]3CN(C)C(=O)[C@@]2(C)[C@H]2C(=O)N(C)C(=O)[C@@H]32)cc1	i	2	1	-1.5	i	-1	1	6	0	3
41	CN1CCN(c2ccc(-c3ccc4ccccc4n3)cc2)CC1	i	-5	-7	3.6	.	-3	1	-17	0	3
42	COC(=O)C1CCN(C(=O)c2ccc(Cl)c(S(=O)(=O)NCc3cccnc3)c2)CC1	i	-2	1	-1.6	i	1	-1	3	-3	2
43	CCOC(=O)N1CCN(S(=O)(=O)c2cc(OCC(=O)NC3CCCCC3)c(C)cc2Cl)CC1	i	39	-2	-0.3	i	2	2	2	0	-1
44	CCC(C(=O)Nc1cc(C(=O)O)ccc1C)c1ccccc1 (stereo not drawn)	i	-9	2	-0.5	i	-5	-3	-2	-3	2
45	CCCCNC(=O)C[C@@H]1C[C@@]2(C(=O)OC)CCCCC=C2N(Cc2ccco2)C1=O	.	.	.	-0.8	i	7	.	3	-5	.
46	O=C(COc1ccc(Cl)cc1)Nc1ccccc1C(=O)NCc1ccco1	i	-2	0	0.4	i	1	5	4	2	1
47	CCN1C(=O)/C(=C2/C=Cc3ccccc3N2CC)SC1=S	i	-1	-4	6.1	i	4	7	-17	-4	-1
48	CC(C)(Oc1ccc(Cl)cc1)C(=O)NCC1CCCO1 (stereo not drawn)	i	-5	-1	-0.3	i	2	-1	6	-1	-2
49	CCCOc1ccc(C2c3c(oc4cc(C)c(C)cc4c3=O)C(=O)N2CCCN(C)C)cc1OCC (stereo not drawn)	i	-8	-2	-1.1	i	-3	3	-5	1	-2
